# Screening data from PubChem BioAssay.
# MITF inh: inhibitors of human MITF; inhibition, % at 2.6 µM; hit rate 0.91% among 650,000; AlphaScreen MITF homodimerization, bead proximity signal; AID 1259374; O75030; in the data active means inhibition above about 50%;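 further: 0% = vehicle wells with protein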
# Target sequence (O75030 whole entry, looked up): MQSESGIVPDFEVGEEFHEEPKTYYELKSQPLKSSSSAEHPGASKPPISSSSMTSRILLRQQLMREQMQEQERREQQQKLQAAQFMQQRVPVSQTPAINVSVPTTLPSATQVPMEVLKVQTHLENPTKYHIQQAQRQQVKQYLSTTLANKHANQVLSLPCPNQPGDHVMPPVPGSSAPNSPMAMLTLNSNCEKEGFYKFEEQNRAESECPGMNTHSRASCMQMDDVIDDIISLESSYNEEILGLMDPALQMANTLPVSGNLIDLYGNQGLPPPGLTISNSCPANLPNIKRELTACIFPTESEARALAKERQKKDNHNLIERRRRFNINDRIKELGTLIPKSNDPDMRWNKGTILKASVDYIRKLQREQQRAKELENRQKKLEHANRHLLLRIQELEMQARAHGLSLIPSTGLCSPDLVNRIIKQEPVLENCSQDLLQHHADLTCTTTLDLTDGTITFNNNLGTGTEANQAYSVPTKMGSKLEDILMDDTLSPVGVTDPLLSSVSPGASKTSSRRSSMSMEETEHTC
# FBW7 activator: human FBW7 E3 ligase activation, primary screen. Q969H0. AlphaScreen FBW7–phospho-cyclin E peptide binding, activator screen. normalized activity (activation), % at 26.1 µM. hit rate 0.13% among 650,000. AID 1259310; in the data active means normalized activity above about 1.9%;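 further: purified mutant Fbw7 with reduced substrate affinity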
# TEAD-YAP inh: TEAD-YAP interaction inhibition | HEK-TIYL cells, TEAD-Gal4/YAP UAS-luciferase luminescence | inhibition, % at 9.12 µM | hit rate 1.4% among 640,000; in the data active means inhibition above about 32%;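 further: 0% = median of test compound wells and 100% = reference inhibitor wells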
# GPR151 ag: human GPR151 activation; AID 1508602; PathHunter beta-arrestin GPR151 cells, luminescence; activation, % at 11.2 µM; hit rate 1% among 650,000; in the data active means activation above about 4.9%;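 further: 0% = median of compound wells and 100% = cells with positive control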
# Target sequence (Q8TDV0 whole entry, looked up): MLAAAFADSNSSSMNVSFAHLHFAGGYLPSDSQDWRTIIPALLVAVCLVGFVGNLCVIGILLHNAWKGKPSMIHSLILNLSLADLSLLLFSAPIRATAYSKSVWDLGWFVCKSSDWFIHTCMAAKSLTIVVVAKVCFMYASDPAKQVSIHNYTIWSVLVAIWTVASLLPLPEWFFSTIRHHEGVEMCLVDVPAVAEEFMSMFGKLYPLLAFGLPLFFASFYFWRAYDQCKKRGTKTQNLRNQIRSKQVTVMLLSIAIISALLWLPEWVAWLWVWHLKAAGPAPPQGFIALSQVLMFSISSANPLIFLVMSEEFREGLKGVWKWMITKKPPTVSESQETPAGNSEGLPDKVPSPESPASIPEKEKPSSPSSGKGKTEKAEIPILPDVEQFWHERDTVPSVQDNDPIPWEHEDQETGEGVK
# The depositor's hits bear a star.
canonical_smiles	MITF inh	FBW7 activator	TEAD-YAP inh	GPR151 ag
O=C(NCc1ccncc1)C(=O)NCC(c1ccc2c(c1)OCO2)N1CCOCC1 (configuration not stated)	13	0.3	2	-0.5
Cc1cc(C)n(-c2cc(N3CCN(C(=O)c4ccc(Cl)cc4)CC3)ccc2[N+](=O)[O-])n1	10	0.0	-10	1.3
CC(=O)Nc1ccc2nc(Nc3nc4c(F)cccc4s3)sc2c1	3	-0.1	-83	0.4
CCCn1c2ccccc2c2nc3cc(OC)c(OC)cc3nc21	-10	3.7*	10	2.1
Cc1ccc(C(=O)COC(=O)c2ccc3nc(C)c(C)nc3c2)cc1	0	-0.1	-8	2.8
COc1ccccc1NC(=O)N1CCC(n2cnc3cccnc32)CC1	9	-0.1	1	-0.3
COc1cc(Nc2nc3c(NCc4ccccc4)ncnc3n2C(C)C)cc(OC)c1OC	-8	-0.1	-26	-3.0
COCC(=O)NC(c1nnc2n1CCN(Cc1cccc3ncccc13)CC2)C(C)C (configuration not stated)	11	0.1	10	1.7

# Next part
canonical_smiles	MITF inh	FBW7 activator	TEAD-YAP inh	GPR151 ag
CC(=O)Nc1ccc(Nc2nc(-c3c(C)noc3C)nc3c2ncn3CCN2CCCC2=O)cc1	24	0.3	-10	-2.2
Cc1ccc2nc(C(F)(F)F)c(C(=O)N3CCOCC3)n2c1	8	-0.4	9	1.2
O=C(CCC1CCCC1)Nc1ccc(Cl)cc1	7	0.1	-53	1.8
COCCSc1nnc(NC(=O)C(C)(C)C)s1	-1	-0.1	-55	0.0
O=C(Cc1c(F)cccc1Cl)NNC(=O)Nc1ccc2c(c1)OCO2	-10	-0.3	-8	-0.5
COc1ccc(C2C(C(=O)Nc3ccc(OC)cc3OC)c3ccccc3C(=O)N2C)cc1 (configuration not stated)	2	0.1	-5	0.0
CCOC(=O)c1c(-c2ccc(Br)cc2)csc1NC(=O)c1ccccc1I	1	-0.1	-3	0.8
COc1ccc(C2CC(c3cccs3)=NN2C(=O)Cn2ccsc2=N)cc1OC (configuration not stated)	3	0.5	-2	0.0

# The listing continues:
canonical_smiles	MITF inh	FBW7 activator	TEAD-YAP inh	GPR151 ag
Cc1cc(Br)ccc1S(=O)(=O)NCc1ccccc1	7	0.1	2	1.2
COc1cccc(/C=N/N=C2\NC(=O)C(CC(=O)O)S2)c1OCc1ccccc1 (configuration not stated)	7	-0.1	11	-0.8
COc1cc(CN2CCC3(CCC(CNC(=O)c4cc(C)nn4C)O3)CC2)ccc1O (configuration not stated)	3	1.2	-1	0.7
CC1(C)CC(=O)c2cc(-c3ccccc3)n(-c3ccccc3)c2C1	7	1.3	5	-0.7
Cc1cccn2c(CN3CCc4ccccc4C3)c(C(=O)N3CCOCC3)nc12	-7	-0.1	2	0.5
N#CCCN(C(=S)Nc1cccnc1)c1ccccc1	17	0.6	12	-0.5
CCn1cnc2sc(C(=O)Nc3ccc(Oc4ccc5c(c4)C(=O)N(c4ccccc4SC)C5=O)cc3)c(C)c2c1=O	3	-0.1	5	1.6
CCN1CCN(C(c2cccs2)C(C)NC(=O)c2cccnc2)CC1 (configuration not stated)	3	0.9	0	0.3

# Further structures:
canonical_smiles	MITF inh	FBW7 activator	TEAD-YAP inh	GPR151 ag
O=C1C=C(Nc2cccc(O)c2)c2ccccc2C1=O	26	0.3	18	-1.6
O=C(CCCn1c(SCc2ccc(Cl)cc2)nc2ccccc2c1=O)NCCCN1CCOCC1	-13	-0.1	11	0.1
CCCCCCOc1ccc(C(=O)Oc2ccc3c(C)cc(=O)oc3c2)cc1	-6	0.0	1	-0.8
COc1ccc(CC(=O)Nc2ccc(C(C)=O)cc2)cc1OC	2	0.1	-32	1.7
CCOC(=O)c1ccc(N2CCN(c3ccccc3OC)CC2)c(NC(=O)Nc2ccc(CC)cc2)c1	-3	0.3	-1	0.1
COc1cc(CNC(=O)c2c(-c3ccccc3Cl)noc2C)cc(OC)c1OC	12	0.0	-2	0.5
CCn1nc(C)c(CNCc2c(C(=O)N3CCCC3)nc3sccn23)c1C	14	0.1	9	0.9
Cn1c2ccccc2c2nnc(SCC(=O)NC3CC3)nc21	7	-0.1	-4	-0.4

# Further entries follow.
canonical_smiles	MITF inh	FBW7 activator	TEAD-YAP inh	GPR151 ag
O=C(NCCO)c1ccn[nH]1	0	0.0	11	6.0*
O=C(N/N=C/c1cccc(Cl)c1)c1cc(I)ccc1O	10	0.0	-10	0.5
CCOC(=O)C1(C)NC(c2ccc(OC)c(OC)c2)C2C(=O)N(CC)C(=O)C21 (configuration not stated)	2	-0.1	1	3.1
O=C(c1ccc(N2CCC(NCCN3CCOCC3)CC2)cc1)N1CCCC(O)C1 (configuration not stated)	9	0.8	-2	2.2
O=C(NCCCN1CCCC1=O)c1cc(N2CCCC2CO)nc2ccccc12 (configuration not stated)	12	0.6	4	-1.4
O=C(O)C1CCCCC1C(=O)Nc1ccc(S(=O)(=O)N2CCCC2)cc1 (configuration not stated)	18	1.1	18	0.3
COc1ccc(S(=O)(=O)Nc2ccc3c(c2)N(S(=O)(=O)c2ccccc2)CCC3)cc1C	-1	-0.2	2	2.6
CCc1ccc2[nH]c(=O)c(CN(CCO)S(=O)(=O)c3ccc(C)cc3)cc2c1	-2	-0.1	-5	2.6

# Some of the entries so far, with two lines to a compound:
# Every second line gives: MITF inh | FBW7 activator | TEAD-YAP inh | GPR151 ag
CCc1ccc2[nH]c(=O)c(CN(CCO)S(=O)(=O)c3ccc(C)cc3)cc2c1
    -2 | -0.1 | -5 | 2.6
CCOC(=O)C1(C)NC(c2ccc(OC)c(OC)c2)C2C(=O)N(CC)C(=O)C21 (configuration not stated)
    2 | -0.1 | 1 | 3.1
O=C(NCCCN1CCCC1=O)c1cc(N2CCCC2CO)nc2ccccc12 (configuration not stated)
    12 | 0.6 | 4 | -1.4
O=C(NCCO)c1ccn[nH]1
    0 | 0.0 | 11 | 6.0*
O=C(O)C1CCCCC1C(=O)Nc1ccc(S(=O)(=O)N2CCCC2)cc1 (configuration not stated)
    18 | 1.1 | 18 | 0.3
COc1ccc(S(=O)(=O)Nc2ccc3c(c2)N(S(=O)(=O)c2ccccc2)CCC3)cc1C
    -1 | -0.2 | 2 | 2.6

# Next part:
canonical_smiles	MITF inh	FBW7 activator	TEAD-YAP inh	GPR151 ag
O=c1oc2ccc(Cl)cc2n1Cc1ccccc1F	-3	0.1	7	-0.5
COc1ccc(O)c(/C=N/NC(=O)c2cccc(NC(=O)c3ccc(F)cc3)c2)c1	14	-0.1	10	2.4
C=CCc1cc(OC)ccc1OCCOCCNC(C)CC (configuration not stated)	18	-0.1	8	0.6
CC1Sc2cc(S(=O)(=O)C(C)CC(=O)NC3CCCCC3C)ccc2NC1=O (configuration not stated)	0	-0.1	6	1.0
CC1(c2ccc3c(c2)OCO3)NC(=O)N(CC(=O)Nc2ccccc2[N+](=O)[O-])C1=O (configuration not stated)	-2	-0.2	10	-0.1
Cc1ccc(/C=C/C(=O)NCc2ccc(S(N)(=O)=O)cc2)o1	5	-0.6	-6	6.3*
COc1ccc(/C(C)=N/NC(=O)C(C)Nc2ccccc2C)c(OC)c1 (configuration not stated)	0	-0.1	0	0.5
Cc1csc(SCC(=O)Nc2cc(C(N)=O)cc(C(N)=O)c2)n1	-6	-0.1	-4	0.6

# Following part
canonical_smiles	MITF inh	FBW7 activator	TEAD-YAP inh	GPR151 ag
CC(C)N(Cc1ccccc1)C(=O)CN1C(=O)NC(Cc2c[nH]c3ccccc23)C1=O (configuration not stated)	0	0.1	9	2.7
COc1ccc(N2CC(C(=O)N3CCc4ccccc4C3)CC2=O)cc1 (configuration not stated)	-6	-0.3	1	-0.9
COC(=O)c1ccc2c(=O)n(CCc3ccc(S(N)(=O)=O)cc3)c(SCc3ccc(OC(F)(F)F)cc3)nc2c1	-2	-0.1	2	0.1
CCOC(=O)N1CCN(C(=O)Cn2c(=S)[nH]c3ccccc3c2=O)CC1	6	0.1	1	-0.5
COc1ccc(CCNC(=O)c2cccc(-c3ccc(N4CCN(C)CC4)cc3)c2)cc1	2	-0.2	1	2.6
O=C(O)Cc1sc(NCc2ccccc2)nc1-c1ccccc1	-1	-0.1	-13	1.4
Cc1cc(C(=O)C(F)(F)F)c(C)n1-c1ccc2snnc2c1	6	0.0	-7	1.0
Cc1ccc2nc(N3CC(=O)Nc4ccccc43)nc(-c3ccccc3)c2c1	1	-0.3	-9	0.5

# More records:
canonical_smiles	MITF inh	FBW7 activator	TEAD-YAP inh	GPR151 ag
O=S(=O)(NCc1cccs1)c1cccc(C(F)(F)F)c1	0	-0.1	6	2.4
COC(=O)c1ccc(NC2SC(=O)N(Cc3ccc(C(=O)O)cc3)C2=O)cc1 (configuration not stated)	-3	-0.1	7	-1.3
CC(C)(C)c1ccc(C(=O)Nc2ccc(Cl)nc2)cc1	10	0.1	-61	0.4
CC1(C)Cc2c(c(N3CCOCC3)nc3sc4c(NCC5CCCO5)nnnc4c23)CO1 (configuration not stated)	9	-0.3	4	1.0
O=C(CCn1c(=S)[nH]c2ccsc2c1=O)NC1CC1	-9	-0.1	1	1.2
CC1=C(C(=O)OCC2CCCO2)C(c2ccc(N(C)C)cc2)C2=C(CCCC2=O)N1 (configuration not stated)	2	-0.1	9	-0.5
Cn1c2ccccc2n2cc(-c3ccccc3)nc12	13	0.9	29	-0.6
CCOc1ccc(NC(=O)Cc2ccc(OC)cc2)cc1	26	0.3	1	0.6

# Further structures follow:
canonical_smiles	MITF inh	FBW7 activator	TEAD-YAP inh	GPR151 ag
CC1CCCN(c2ncnc3c2c(-c2ccccc2)cn3-c2ccc(Br)cc2)C1 (configuration not stated)	4	-0.1	-8	-0.7
C=CCNC(=O)CSc1nc2cc(OCC)ccc2cc1C#N	2	0.1	-2	-1.2
CC(=O)Nc1ccc(Nc2ncnc3nc(Nc4ccc(N5CCOCC5)cc4)[nH]c23)cc1	10	-0.1	0	0.7
CCC(Cc1ccccc1)NS(=O)(=O)c1ccc2c(c1)CCN2C(=O)C1CC1 (configuration not stated)	-2	-0.2	-7	-0.2
CC1CN(CC(=O)NCc2cnn(-c3ccccc3)n2)Cc2ccccc2O1 (configuration not stated)	21	0.1	0	-0.3
O=C(Nc1nonc1-c1ccc(Cl)cc1)c1ccccc1	10	0.0	-9	-2.0
CC(O)C(=O)NS(=O)(=O)c1ccc(Cl)cc1 (configuration not stated)	6	0.6	-6	-0.8
CCOC(=O)COc1cc2occ(Oc3cnn(-c4ccccc4)c3)c(=O)c2cc1CC	10	0.4	0	2.7

# Carrying on.
Structure | MITF inh | FBW7 activator | TEAD-YAP inh | GPR151 ag
CNC(=O)c1[nH]cnc1C(=O)Nc1ccc(Br)cc1 | -10 | -0.1 | -9 | 0.1
COCCn1nnnc1CN1CCC(NC(=O)c2ccc(Br)cc2)CC1 | -1 | -0.2 | -6 | 1.1
COc1cc2ccccc2cc1C(=O)Nc1nc2c(cc3c4c(cccc42)CC3)s1 | 10 | 0.3 | -6 | -1.8
CC(=O)Nc1ccc(CN2CCC3(CC2)CC3C(=O)NCCCc2ccncc2)cc1 (configuration not stated) | -11 | -0.1 | -3 | -1.4
NS(=O)(=O)c1ccc(CCNC(=O)CSc2ncnc3c2sc2ccccc23)cc1 | 0 | -0.2 | 15 | 0.3
COc1ccc(N2CCN(C3CCCN(CC(C)C)C3)CC2)cc1 (configuration not stated) | -93 | 0.0 | 0 | -0.4
COC(=O)c1ccc(COc2ccccc2[N+](=O)[O-])o1 | -9 | 0.1 | -23 | 0.3
CC1CCc2nc(NC(=S)NCc3ccco3)sc2C1 (configuration not stated) | -6 | -0.1 | -30 | 1.7
CC(C)(C)NC(=O)CN(C(=O)c1csnn1)c1ccccc1-c1ccccc1 | 11 | 0.1 | 4 | -0.9
COC(=O)C(C#N)C(=O)c1ccc(OC)cc1 (configuration not stated) | -2 | -0.1 | -1 | -0.3
O=C(Nc1cc(C(=O)N2CCOCC2)ccc1N1CC2CC(C1)c1cccc(=O)n1C2)c1ccc(Br)o1 (configuration not stated) | -13 | 0.1 | -48 | 0.3
CCCCOc1ccc(OCCCC)c2c1NC1(N2)C(=O)Nc2ccc([N+](=O)[O-])cc21 | 5 | 0.0 | -9 | 5.1*
Cc1nc(N2CCC(C)CC2)c(C#N)c(C)c1[N+](=O)[O-] | 7 | 0.0 | -1 | -0.2
CCN(C(=O)CSc1nc2c(cnn2-c2ccccc2)c(=O)[nH]1)C1CCS(=O)(=O)C1 (configuration not stated) | -7 | -0.1 | -5 | -1.5
CC1CCCN(C(C(=O)NC2CCCC2)c2cc3c(cc2[N+](=O)[O-])OCO3)C1 (configuration not stated) | 0 | -0.1 | 3 | 0.4
Cc1cc(S(=O)(=O)Nc2ccc3[nH]c(=O)[nH]c3c2)ccc1F | 9 | 0.0 | 14 | 1.7
Cc1ccc(C(=O)NNC(=O)c2c(O)c3ccccc3[nH]c2=O)cc1 | 9 | -0.1 | -6 | 3.0
CCN(CC)c1ncnc2c1cnn2Cc1ccc(C)cc1 | -10 | 0.7 | -10 | -0.7
CCOC(=O)c1cnc2c(C)cc(C)cc2c1Nc1ccccc1OC | 5 | 0.1 | 7 | -0.1
CN(C)CCCNS(=O)(=O)c1ccc(-n2nnc3ccccc32)c([N+](=O)[O-])c1 | 6 | 0.2 | -3 | -0.5

# Later entries
Structure | MITF inh | FBW7 activator | TEAD-YAP inh | GPR151 ag
Cc1ccc(NS(=O)(=O)c2ccc(NS(=O)(=O)c3ccccc3)cc2)c(C)c1 | -9 | -0.1 | 4 | -0.8
OCC1(Cc2ccccc2)CCCN(Cc2ccc3nonc3c2)C1 (configuration not stated) | 0 | -0.1 | -5 | -0.8
C=CCn1c(=NC(=O)CC)n(Cc2ccccc2)c2ccccc21 | 6 | 0.0 | 0 | 0.4
COc1ccc(C(=O)Nc2sc3c(c2C(=O)Nc2cccc4ccccc24)CCCC3)cc1OC | -3 | 0.1 | 6 | 0.2
COc1cccc(/C=N\NC(=O)c2c(C)nc3cc(C)ccn23)c1O | 50 | -0.8 | 78* | -0.6

# Rows were taken by chance; about 3.4% have a hit in one of these screens.
